Cav32 inh = Cav3.2 calcium influx blockers – cell-based, Fluo-4 calcium fluorescence, FDSS, MLSMR library, primary screen. B-score at 10 µM. AID 449739, 2010. Cav3.2-expressing cells; hits give low values. 100,000 compounds, 4% hits. Voltage-dependent T-type calcium channel subunit alpha-1H (Homo sapiens), O95180;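 active = single-dose well whose peak fluorescence ratio is a statistical outlier from its plate by either plate-standardised score or position-corrected B-score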
Target sequence (O95180 whole entry, looked up): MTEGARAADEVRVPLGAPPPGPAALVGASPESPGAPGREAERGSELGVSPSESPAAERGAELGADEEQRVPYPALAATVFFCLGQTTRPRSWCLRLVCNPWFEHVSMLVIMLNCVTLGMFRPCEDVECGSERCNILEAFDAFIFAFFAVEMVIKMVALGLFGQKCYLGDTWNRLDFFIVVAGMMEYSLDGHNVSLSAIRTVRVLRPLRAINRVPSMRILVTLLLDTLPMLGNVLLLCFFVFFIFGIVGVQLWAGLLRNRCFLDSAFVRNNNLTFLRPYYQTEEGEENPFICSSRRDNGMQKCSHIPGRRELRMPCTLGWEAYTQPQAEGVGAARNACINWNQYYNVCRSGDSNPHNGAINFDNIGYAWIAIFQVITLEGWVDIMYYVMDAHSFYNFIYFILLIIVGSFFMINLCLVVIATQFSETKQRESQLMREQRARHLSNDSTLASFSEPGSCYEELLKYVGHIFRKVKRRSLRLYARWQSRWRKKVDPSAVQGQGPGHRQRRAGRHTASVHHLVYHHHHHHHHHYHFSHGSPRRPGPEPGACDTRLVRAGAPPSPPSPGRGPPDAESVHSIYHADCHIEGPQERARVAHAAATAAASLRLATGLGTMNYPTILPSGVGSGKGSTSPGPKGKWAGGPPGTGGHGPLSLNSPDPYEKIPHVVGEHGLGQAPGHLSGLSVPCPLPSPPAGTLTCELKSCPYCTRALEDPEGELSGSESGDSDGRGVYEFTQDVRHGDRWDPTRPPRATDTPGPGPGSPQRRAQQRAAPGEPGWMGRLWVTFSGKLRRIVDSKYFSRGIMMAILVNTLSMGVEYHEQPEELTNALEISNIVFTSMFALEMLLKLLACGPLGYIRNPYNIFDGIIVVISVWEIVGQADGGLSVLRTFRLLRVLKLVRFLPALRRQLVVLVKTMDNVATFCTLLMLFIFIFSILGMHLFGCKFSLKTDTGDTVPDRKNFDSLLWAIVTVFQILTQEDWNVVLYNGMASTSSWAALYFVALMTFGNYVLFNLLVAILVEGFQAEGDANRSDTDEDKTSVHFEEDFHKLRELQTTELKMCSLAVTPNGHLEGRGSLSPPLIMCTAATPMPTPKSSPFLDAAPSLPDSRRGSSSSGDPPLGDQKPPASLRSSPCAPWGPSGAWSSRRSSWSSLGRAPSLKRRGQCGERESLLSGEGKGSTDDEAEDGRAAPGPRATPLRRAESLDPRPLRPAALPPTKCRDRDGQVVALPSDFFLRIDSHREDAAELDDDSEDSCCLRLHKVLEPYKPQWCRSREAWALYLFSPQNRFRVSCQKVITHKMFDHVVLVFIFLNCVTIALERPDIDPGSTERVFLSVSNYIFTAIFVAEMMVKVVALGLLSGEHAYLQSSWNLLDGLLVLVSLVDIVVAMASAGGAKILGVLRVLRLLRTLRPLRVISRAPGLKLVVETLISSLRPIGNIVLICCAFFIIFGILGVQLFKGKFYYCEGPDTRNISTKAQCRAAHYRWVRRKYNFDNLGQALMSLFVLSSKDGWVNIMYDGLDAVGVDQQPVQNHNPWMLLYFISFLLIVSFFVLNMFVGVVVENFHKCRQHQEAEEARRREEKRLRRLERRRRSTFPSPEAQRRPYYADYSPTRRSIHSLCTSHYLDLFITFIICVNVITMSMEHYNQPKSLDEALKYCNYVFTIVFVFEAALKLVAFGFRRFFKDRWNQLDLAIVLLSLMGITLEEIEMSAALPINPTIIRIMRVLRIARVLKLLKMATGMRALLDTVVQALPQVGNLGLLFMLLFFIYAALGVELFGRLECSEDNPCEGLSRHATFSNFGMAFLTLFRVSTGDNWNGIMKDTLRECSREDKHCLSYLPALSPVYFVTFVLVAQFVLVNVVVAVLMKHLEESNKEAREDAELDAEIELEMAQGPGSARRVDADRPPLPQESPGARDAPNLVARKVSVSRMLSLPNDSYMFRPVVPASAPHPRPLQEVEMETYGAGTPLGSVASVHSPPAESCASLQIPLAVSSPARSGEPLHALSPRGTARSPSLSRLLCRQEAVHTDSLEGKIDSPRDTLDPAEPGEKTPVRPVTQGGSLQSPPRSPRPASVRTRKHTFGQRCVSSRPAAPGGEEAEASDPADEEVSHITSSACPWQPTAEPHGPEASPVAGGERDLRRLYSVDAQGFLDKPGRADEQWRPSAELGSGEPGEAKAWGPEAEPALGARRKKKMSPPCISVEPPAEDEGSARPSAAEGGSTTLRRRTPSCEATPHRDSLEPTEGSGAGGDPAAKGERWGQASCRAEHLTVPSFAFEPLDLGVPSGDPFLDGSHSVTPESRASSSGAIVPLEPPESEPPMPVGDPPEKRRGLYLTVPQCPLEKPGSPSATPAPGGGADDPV
An asterisk follows results filed as active. A portion of the library; rates above refer to the full screens.

| SMILES | Cav32 inh |
| --- | --- |
| CCOC(=O)CCC(NC(=O)c1ccc(NCN2C(=O)CCC2=O)cc1)C(=O)OCC (stereo not given) | 0.257 |
| Cc1ccccc1OCC(=O)NCCC(=O)O | 0.0828 |
| O=C(Nc1cccnc1)C1CCCN1S(=O)(=O)c1ccc(Cl)c(Cl)c1 (stereo not given) | -0.602 |
| CCc1nnc(NC(=O)CSc2ncc(-c3ccccc3)[nH]2)s1 | -0.385 |
| O=C(COC(=O)c1cnccn1)Nc1ccc2c(c1)OCO2 | 0.49 |
| CC(C)=CC(O)C/C(C)=C/COc1ccc2ccc(=O)oc2c1 (stereo not given) | -0.9 |
| COc1cc(OC)c(C(=O)Oc2ccc3c(c2)OCO3)cc1OC | -0.484 |
| CN1CCN(c2ccccc2NC(=O)c2cc3ccccc3o2)CC1 | 0.718 |
| CCOC(=O)N1CCN(Cc2nc(N)nc(Nc3ccc(Oc4ccccc4)cc3)n2)CC1 | -1.19 |
| COc1cc2c(C(=O)NCc3ccc4c(c3)OCO4)cn(CC(C)C)c(=O)c2cc1OC | 1.04 |
| Cc1ccc(N2CC(C(=O)Nc3ccc(S(=O)(=O)N4CCCC4)cc3)CC2=O)cc1 (stereo not given) | -0.775 |
| CCOc1ccccc1NC(=O)C12CC3CC(C1)CC(c1ccc(C)cc1)(C3)C2 | -2.11 |
| C/C=C(\C)C(=O)NCCN1C2=NC[C@H](Cc3ccccc3)N2C[C@H]1Cc1ccc(O)cc1 | 0.373 |
| O=S1(=O)C=C(Oc2ccc3ccccc3c2)c2ccccc21 | -0.295 |
| COCCn1c(SCC(=O)c2ccc(CNC(C)=O)o2)nc2ccccc2c1=O | 0.961 |
| O=C1C=C(c2ccccc2)OC(=O)C1C(=O)c1ccccc1 (stereo not given) | -0.0923 |
| Cc1ccccc1NC(=O)CSc1nc2c(c(-c3ccco3)c1C#N)CCCC2 | 0.554 |
| COc1ccc(C(CC(=O)O)NC(=O)COc2ccccc2OC)cc1OC (stereo not given) | 0.518 |
| COc1ccc2[nH]c(=O)c(CN(Cc3ccccc3OC)Cc3nnnn3CC3CCCO3)cc2c1 (stereo not given) | -0.287 |
| CN1CC2([N+](=O)[O-])CC=C(Oc3ccccc3)C([N+](=O)[O-])(C1)C2 (stereo not given) | -0.646 |
| CCOC(=O)c1cnc(-n2nc(C)cc2C)nc1-n1nc(C)cc1C | -0.39 |
| CCOc1ccc(Cn2c(SCCCCC#N)nc3c2c(=O)n(C)c(=O)n3C)cc1OCC | -1.03 |
| COC(=O)COc1ccc(S(=O)(=O)N2CCN(c3ccccc3F)CC2)cc1 | -2.61 |
| Cc1cccc(C(=O)N2CCC(c3nc(-c4ccc(S(=O)(=O)N5CCOCC5)cc4)no3)CC2)c1 | -0.37 |
| CC(C)n1c(Nc2ccccc2)nc2ccccc21 | -0.479 |
| CCOc1ccc(-n2nnc3c(=O)n(C/C=C/c4ccccc4)cnc32)cc1 | -0.0502 |
| Cc1ccc(-n2c(C)cc(C(=O)OCC(=O)N(CC(C)C)C3CCS(=O)(=O)C3)c2C)cc1 (stereo not given) | -8.17* |
| COc1ccc(CSc2nc(CSC)cc(N3CCOCC3)n2)cc1 | -2.55 |
| CCCNS(=O)(=O)c1ccc(CCC(=O)NCC2CCCO2)cc1 (stereo not given) | -0.00392 |
| CC1Cc2ccccc2N1C(=O)CCN1C(=O)C2C3C=CC(C3)C2C1=O (stereo not given) | -1 |
| COc1ccc(S(=O)(=O)N(CC(=O)Nc2cccnc2)c2ccccc2OC)cc1 | 0.394 |
| O=C1C2C3C=CC(CC3)C2C(=O)N1/N=C/c1ccc(O)cc1 (stereo not given) | -0.785 |
| CC(=O)Nc1ccc(S(=O)(=O)N2CCN(C(=O)CCC3CCCC3)CC2)cc1 | 1.07 |
| COCCn1nnnc1CN(CCCN1CCOCC1)Cc1cc2c(C)ccc(C)c2[nH]c1=O | 1.78 |
| O=c1ccc(-c2ccccc2)n[nH]1 | 1.16 |
| COc1ccccc1NS(=O)(=O)c1ccc(C)c(C(N)=O)c1 | -0.331 |
| O=C(Nc1nnc(SCC(=O)N2CCCCC2)s1)C1CCCCC1 | -0.199 |
| COc1ccc2nc(NC(=O)CSc3ccccc3)sc2c1 | -0.0206 |
| Cc1c(C(=O)NNc2cc(=O)n(C)c(=O)n2C)cccc1[N+](=O)[O-] | 0.57 |
| Cc1nc2ccccc2n1-c1ccccc1 | 0.262 |
| COc1cc(NC(=O)C2CC(=O)NC3=C2C(=O)CC(C)(C)C3)c(OC)cc1Cl (stereo not given) | 1.02 |
| Cc1ccc(-c2noc(C3CCCN(S(=O)(=O)c4ccc(S(=O)(=O)N(C)C)cc4)C3)n2)o1 (stereo not given) | 0.723 |
| CC(C(=O)O)N1C(=O)CSc2ncccc21 (stereo not given) | 0.658 |
| CCOc1ccc(-c2nc(-c3cccnc3)no2)cc1OCC | 0.22 |
| OC(Cn1cncn1)c1ccc(Cl)cc1Cl (stereo not given) | -0.0933 |
| C=CCNC(=O)c1onc(CSc2ccc(F)cc2)c1C(=O)O | 0.491 |
| Cc1cccc(-n2ncc3c(Nc4c(C)n(C)n(-c5ccccc5)c4=O)ncnc32)c1 | 0.27 |
| Cc1ccc(-c2nc(CSCC(=O)Nc3cc(C)on3)c(C)o2)cc1 | -1.18 |
| O=C(NCc1ccccc1)N1CCN(c2ccc(F)cc2)CC1 | -4.26* |
| O=C(c1cc2ncc(Br)cn2n1)N1CCOCC1 | 0.239 |

Reformatted as labelled records: four of the compounds above.
Molecule: Cc1ccc(-c2noc(C3CCCN(S(=O)(=O)c4ccc(S(=O)(=O)N(C)C)cc4)C3)n2)o1 (stereo not given)
  Cav32 inh = 0.723

Molecule: CC(C(=O)O)N1C(=O)CSc2ncccc21 (stereo not given)
  Cav32 inh = 0.658

Molecule: CCOc1ccc(-c2nc(-c3cccnc3)no2)cc1OCC
  Cav32 inh = 0.22

Molecule: OC(Cn1cncn1)c1ccc(Cl)cc1Cl (stereo not given)
  Cav32 inh = -0.0933

More results:
| SMILES | Cav32 inh |
| --- | --- |
| CCNc1nc2c(c(=O)[nH]c(=O)n2C)n1CC(C)C | -0.631 |
| CC1(C)N=C(N)NC(Nc2ccccc2)=N1 | 0.064 |
| N#CCCN1CCN(S(=O)(=O)c2ccc(S(=O)(=O)NCc3ccccc3)cc2)CC1 | 0.174 |
| O=C(O)C1CCCCC1C(=O)NCc1ccccc1 (stereo not given) | 0.0822 |
| Cc1ccc(/C(CSc2nccn2-c2ncc(C(F)(F)F)cc2Cl)=N\O)cc1 | -6.19* |
| CCN(CCCNC(=O)CN1C(=O)COc2ccccc21)c1ccccc1 | -1.49 |
| O=C(NCCN1CCN(c2ccccc2)CC1)C1CCCN(S(=O)(=O)c2cnc[nH]2)C1 (stereo not given) | 0.169 |
| FC(F)(F)c1cc(-c2cccs2)nc(NCc2ccco2)n1 | 0.204 |
| O=C1c2ccccc2C(=O)N1Cc1nc2ccccc2c(=O)n1Cc1ccco1 | 0.28 |
| c1ccc(-c2nc3ccccc3nc2-c2ccccn2)nc1 | 0.441 |
| Cc1cc(C(=O)OCC(=O)c2c(N)n(C)c(=O)n(C)c2=O)c(C)n1-c1ccccc1 | 1.32 |
| O=C(NC1CCCC1)C(c1ccccn1)N(C(=O)c1csnn1)C1CCCC1 (stereo not given) | -0.686 |
| CCN1CCCC1CNC(=O)c1ccc2c(=O)n(CCOC)c(=O)[nH]c2c1 (stereo not given) | 0.114 |
| COc1ccc(CC(=O)Nc2cccc(C(=O)O)c2C)cc1 | 0.113 |
| Cc1noc(NS(=O)(=O)c2ccc(NC(=O)COc3ccccc3)cc2)c1C | 0.454 |
| CC1CCCCN1c1nnc(NC(=O)c2cc(-c3ccc(Br)cc3)on2)s1 (stereo not given) | -4.2 |
| Cc1ccnc(N2CCC(C(=O)NCc3ccc4c(c3)OCO4)CC2)n1 | 0.481 |
| COc1cccc(-c2nnc3sc(C4CCCCC4)nn23)c1 | -1.66 |
| Cc1nc(SCC(=O)Nc2c(C)n(C)n(-c3ccccc3)c2=O)nc(C)c1C | 0.0243 |
| CN1CCN(CCC(=O)Nc2ccc(F)c(F)c2)CC1 | 0.254 |
| C=CCn1c(SCC(=O)Nc2ccc3c(c2)OCO3)nnc1-c1cc(Br)ccc1O | -6.61* |
| CC(C)NC(=O)C1CCCN(S(C)(=O)=O)C1 (stereo not given) | 0.424 |
| Cc1ccc(-c2[nH]c3cc(C(N)=O)ccc3c(=O)c2O)cc1 | 0.892 |
| COc1ccc(N2CCN(Cc3cc4c(cc3O)CCC4)CC2)cc1 | -0.0485 |
| Cc1ccccc1NC(=O)Nc1ccccc1Br | 0.435 |
| Cc1ncc(CO)c2c1OC(C)(C)OC2 | 0.683 |
| c1ccc(Nc2ncnc3sc4c(c23)CCC4)cc1 | -1.61 |
| COc1ccc2nc(SCC(=O)Nc3ccc(S(=O)(=O)Nc4nccc(C)n4)cc3)[nH]c2c1 | 1.23 |
| CC(C)(C)NC(=O)CSc1nnc(CN2CCCCCC2=O)n1-c1ccccn1 | -1.46 |
| COc1cccc(CNCCc2c[nH]c3ccccc23)c1OCc1ccccc1F | -3.77 |

3 entries from above, ordered by the number in Cav32 inh, rising.
canonical_smiles | Cav32 inh
c1ccc(Nc2ncnc3sc4c(c23)CCC4)cc1 | -1.61
CC(C)(C)NC(=O)CSc1nnc(CN2CCCCCC2=O)n1-c1ccccn1 | -1.46
Cc1ccc(-c2[nH]c3cc(C(N)=O)ccc3c(=O)c2O)cc1 | 0.892

Other records
| SMILES | Cav32 inh |
| --- | --- |
| N#Cc1ccc(NC(=O)COC(=O)C2=COCCO2)cc1 | 0.0334 |
| OC1CC(c2ccco2)NC2(CCCCC2)C1 (stereo not given) | -0.182 |
| Cc1c(C(=O)NCc2cccnc2)oc2ccc(S(=O)(=O)N3CCCCCC3)cc12 | -0.68 |
| Cc1cc(NC(=O)CSc2nc(C3CC3)nc3sc4c(c23)CCC(C)C4)no1 (stereo not given) | 0.83 |
| CSc1nnc(Cn2c(=O)sc3ccccc32)n1-c1cccc(Cl)c1 | -1.75 |
| CN1CCN(CC(=O)N(C)c2nc(-c3ccccc3)cs2)CC1 | -0.713 |
| Cc1cc(C)cc(OCC(=O)Nc2cccc(C(=O)O)c2)c1 | 0.506 |
| Cc1ccc(OCC(=O)N(Cc2ccc(N(C)C)cc2)C2CCS(=O)(=O)C2)cc1 (stereo not given) | 0.16 |
| Cc1ccc(C)c(-n2c(SCC(=O)Nc3nonc3C)nnc2-c2ccoc2C)c1 | -5.96* |
| COc1ccccc1N(CN1CCCC1=O)C(=O)c1ccccc1F | 0.189 |
| Brc1c(OCCOCCn2cncn2)ccc2ccccc12 | -0.163 |
| COc1ccc(-c2ccccc2)c2oc(-c3ccco3)cc(=O)c12 | 0.106 |
| COc1cc(/C=N\n2nnnc2N)ccc1OCc1ccc(F)cc1 | -1.9 |
| CCCc1cc(=O)[nH]c(SCC(=O)NC2CCCCC2)n1 | 1.31 |
| O=C(c1cc2ccccc2cc1OCC(O)CN1CCCCC1)N1CCCCC1 (stereo not given) | -0.319 |
| COc1cccc(-c2nc(N3CCC(C)CC3)c3ccccc3n2)c1O | -0.249 |
| COn1c(=O)c(-c2ccc(Cl)cc2)[n+]([O-])c2ccccc21 | 0.85 |
| O=C(c1ccccc1)N1CCN(CC2CC=CCC2)CC1 (stereo not given) | 0.605 |
| CCOC(=O)c1cc(-c2ccccc2)sc1NC(=O)CN1C(=O)NC(CC)(c2ccc(F)cc2)C1=O (stereo not given) | -2.65 |
| CCN(CC(=O)NCCc1ccc(S(N)(=O)=O)cc1)Cc1nc2cc(OC)c(OC)cc2c(=O)[nH]1 | 0.359 |
| C/C(CC(=O)NCc1ccco1)=N\NC(=O)Cc1cccc2ccccc12 | 0.49 |
| Cc1ccccc1S(=O)(=O)Cc1ccc(C(=O)NCCCN2CCN(C)CC2)o1 | 0.209 |
| CC(=O)N(c1c(C)n(C)n(-c2ccccc2)c1=O)C1(C(=O)NC2CCCCC2)CCCCC1 | 1.1 |
| COC(=O)C(C)N(C(=O)c1ccc(C(=O)c2ccccc2)cc1)c1c(C)cccc1C (stereo not given) | -4.49* |
| COc1cc2c(cc1NC(=O)c1cccc([N+](=O)[O-])c1C)oc1ccccc12 | -0.594 |
| COc1ccc(-n2nnc3c(=O)n(CC(=O)N4CCCc5ccccc54)cnc32)cc1 | -0.395 |
| CCCN1Cc2cccc(C(=O)N3CCN(c4ccccc4)CC3)c2C1=O | -1.85 |
| Cc1cccc(Nc2ncnc3nc[nH]c23)c1 | 0.0617 |
| COc1cccc(NC(=O)COC(=O)c2c3c(nc4ccccc24)CCC(C)C3)c1 (stereo not given) | -2.57 |
| O=C(O)C1CCCCC1C(=O)NCCCc1ccccc1 (stereo not given) | -0.818 |
| O=C(CCNS(=O)(=O)c1ccc2c(c1)CCC(=O)N2)NCc1ccc2c(c1)OCO2 | 0.632 |
| O=C(C1CCN(S(=O)(=O)c2cccc3cccnc23)CC1)N1CCc2ccccc21 | -0.961 |
| Cc1csc(NC(=O)c2cccc(C)c2C)n1 | -1.99 |
| Cc1ccc(N(C(C)C(=O)N2CCC(C)CC2)S(C)(=O)=O)cc1C (stereo not given) | 1.05 |
| CC[C@@]1(O)C(=O)OCc2c1cc1n(c2=O)Cc2cc3c(N)cccc3nc2-1 | 0.807 |
| CN(c1ccc(C(=O)Nc2ccc3c(c2)OCCO3)cc1)S(C)(=O)=O | 0.17 |
| CCc1nc(SCCO)c2oc3ccccc3c2n1 | -0.641 |
| Cc1nn(C)c(C)c1S(=O)(=O)N(CC(=O)Nc1nccs1)c1ccc(C(C)C)cc1 | -0.517 |
| CCOc1cc2[nH]c(=O)n(CC3CCC(C(=O)NCCCOC)CC3)c(=O)c2cc1OCC (stereo not given) | 1.06 |
| Nc1nc(SCC(=O)c2ccc(Oc3ccccc3)cc2)n[nH]1 | -3.09 |
| O=C(CN1CCN(c2ccc(F)cc2)CC1)Nc1cccc(C(F)(F)F)c1 | -5.59* |
| CCN1CCc2c(C#N)c(NCc3ccccc3)nc(NCCO)c2C1 | -0.888 |
| Cc1cccn2c(=O)c(C=NCc3ccco3)c(Nc3ccc(SC(F)F)cc3)nc12 | -0.205 |
| COC(=O)N1CC(c2ccccc2)CC1=O (stereo not given) | 0.109 |

Source: PubChem (Vanderbilt High Throughput Screening Facility)
